D2 potentiator: D2 dopamine receptor (human) potentiation; AID 485347; P14416; 0.34% of 340,000 active; potentiation, % at 10 µM; HEK293 T-REx D2, calcium flux, EC20 dopamine potentiation;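 active means potentiation over 3 SD above the plate norm, cut at about 30% in these data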; further: 0% is about no effect
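Potentiation of an EC20 dopamine calcium response measured kinetically over 180 s, after a preceding 180 s compound-only read flagging agonists. Cells: inducible Hek293 Trex D2 line, 4000/well, cultured overnight at 30 C before dye loading.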
Vif-A3F inh: Vif-A3F binding inhibition. HeLa A3F-eYFP + Vif (tagged APOBEC3F with the HIV-1 protein that degrades it), YFP fluorescence increase. Potency, µM (top dose mostly 46.1 µM), for inactives: top-dose activity, negative = active. 0.2% of 390,000 active; further: potency means the concentration at half of the fitted maximal effect; % of control where 0% means no effect; nearly all actives have a fitted effect of over 65% in size
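HeLa cells stably expressing A3F-eYFP plus Vif, plated and incubated overnight at 37 deg C, then exposed to compounds overnight at 37 deg C. Blocked degradation read as raised yellow fluorescence (Ex 488/Em 500-530).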
D1 potentiator: human D1 dopamine receptor positive modulation; P21728; potentiation, % at 10 µM; HEK293 TREx D1 cells, calcium flux, dopamine EC20 potentiation; 0.036% of 360,000 active; in the data active means potentiation above about 30%; further: 0% is about no effect
Vif-APOBEC3G blk: Vif-A3G binding inhibition. HeLa A3G-eYFP + Vif (tagged APOBEC3G with the HIV-1 protein that degrades it), YFP fluorescence, overnight. Q9HC16. Potency, µM (doses to about 46.1 µM), for inactives: at the highest dose activity, negative = active, hits mostly inhibitors. AID 602310. 0.076% of 410,000 active;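 further: potency means the concentration at half of the fitted maximal effect; on the % scale 0 is the no-effect control and ±100 the full control effect; nearly all actives have a fitted effect of over 60% in size; hits raise eYFP signal because A3G escapes Vif-driven loss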
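Read-out is eYFP fluorescence (Ex 488/Em 500-530) from Vif-expressing HeLa A3G-eYFP cells; more signal means A3G escaped Vif-mediated degradation. Cells plated overnight, compound pinned in, incubated overnight at 37 deg C.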
LDHA block: LDHA (human) enzyme inhibition; P00338; 0.15% of 480,000 active; purified LDHA, NADH/diaphorase-resazurin fluorescence; hits give low values; AID 1347041; activity change, % (values are at about 110 or 230 µM); in the data active means activity change below about -30%; inconclusive means mostly about -25% to -30%;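 further: plate controls were DMSO wells for no effect and wells without enzyme for full effect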
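Remaining NADH was detected by diaphorase (0.133 mg/mL) converting 37 µM resazurin to fluorescent resorufin, read at 0 and 20 minutes. The preceding 5-minute room-temperature reaction used 2 nM LDHA, 0.2 mM sodium pyruvate and 0.06 mM NADH at pH 7.4.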
D1 ag: agonists of human D1 dopamine receptor | P21728 | AID 504660 | 1% of 360,000 active | activation, % at 2 µM | HEK293 T-REx D1 cells, calcium flux, agonist mode; in the data active means activation above about 30%; further: 0% is about no effect
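Tetracycline-induced HEK293 TREx D1 cells, force-coupled to calcium signalling, were dye-loaded with a no-wash calcium kit. Compound was pin-added after a 10 s baseline. Fluorescence was read kinetically at 1 cycle/s for 180 s, with calcium rises flagged as agonism.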
D1 antag: human D1 dopamine receptor antagonism | P21728 | HEK293 TREx D1 cells, calcium flux, dopamine EC80; hits give low values | activity change, negative = inhibition, % at 10 µM | 3.2% of 360,000 active | AID 504652; in the data active means activity change below about -30%; further: on the % scale 0 is the no-effect control and ±100 the full control effect
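Cells carrying a force-coupled, tetracycline-inducible human D1 receptor report calcium flux. Each well gets a 10 s baseline, compound with 180 s monitoring, then an EC80 dopamine stimulus with a second 180 s kinetic read.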
RXFP1 agonist: RXFP1 (human) receptor agonism. AID 2676. Q9HBX9. HEK293T-RXFP1 cAMP TR-FRET, 30 min; response scale: percent of porcine relaxin response, buffer zero. Potency, µM (series often up to 57.5 µM), for inactives: at the top dose activation, actives largely listed as activators. 0.3% of 370,000 active; further: potency means the concentration at half of the fitted maximal effect; on the % scale 0 is the no-effect control and ±100 the full control effect; nearly all actives have a fitted effect of over 60% in size; many of its hits are not listed in these tables
Target sequence (Q9HBX9 whole entry, looked up): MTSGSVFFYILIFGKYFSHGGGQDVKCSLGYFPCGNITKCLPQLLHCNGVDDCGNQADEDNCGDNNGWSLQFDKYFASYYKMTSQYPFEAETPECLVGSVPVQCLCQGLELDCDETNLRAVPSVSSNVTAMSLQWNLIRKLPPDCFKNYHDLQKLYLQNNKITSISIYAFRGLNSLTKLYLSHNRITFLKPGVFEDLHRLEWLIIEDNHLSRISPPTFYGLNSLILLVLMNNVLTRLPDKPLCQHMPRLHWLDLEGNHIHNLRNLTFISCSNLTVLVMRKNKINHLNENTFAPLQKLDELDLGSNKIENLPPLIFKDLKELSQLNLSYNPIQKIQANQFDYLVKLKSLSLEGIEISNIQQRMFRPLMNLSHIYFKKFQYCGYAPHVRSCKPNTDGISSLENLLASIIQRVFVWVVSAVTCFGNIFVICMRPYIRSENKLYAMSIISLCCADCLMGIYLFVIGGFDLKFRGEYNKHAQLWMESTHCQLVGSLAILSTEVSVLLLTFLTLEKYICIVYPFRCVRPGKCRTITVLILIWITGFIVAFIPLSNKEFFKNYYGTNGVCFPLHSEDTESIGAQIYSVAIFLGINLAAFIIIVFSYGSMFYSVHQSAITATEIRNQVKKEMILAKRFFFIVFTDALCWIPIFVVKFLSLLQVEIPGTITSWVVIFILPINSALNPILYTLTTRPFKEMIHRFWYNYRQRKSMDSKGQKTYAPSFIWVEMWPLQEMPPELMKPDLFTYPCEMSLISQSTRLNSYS
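Agonist response is measured as cAMP accumulation in an RXFP1-transfected HEK293T line under PDE4 inhibition. Values are scaled between buffer-only and 29 nM porcine relaxin, and EC50s come from standard Hill equation fits.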
GRP78 ERSR act: inducers of ER stress response in human glioma cells | U87-MG GRP78 promoter luciferase reporter, 16 h | Potency, µM, for the others: at the top dose activation, most hits filed as activators | 0.02% of 420,000 active | AID 602332; further: potency means the concentration at half of the fitted maximal effect; series mostly up to about 76 µM; % of control where 0% means no effect; nearly all actives have a fitted effect of over 35% in size
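ERSR induction read as luciferase luminescence (Bright-Glo, 10 min at room temperature) in stably transfected human U87-MG glioma cells exposed to compounds for 16 h, using GRP78 as sensor.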
Numbers without * were called inactive; ? = inconclusive; · = no result given; & = joins results of further samples. Unless noted, the call rests on the fitted dose curve; in most records, active means well fitted curve in the direction sought with a large enough effect; inconclusive means small, poorly fitted or top-dose-only effect, or another doubt; inactive means no such curve, though single readings can be large; an effect the other way counts as inactive or inconclusive. These rows are one share of the data, so the mix of outcomes need not match the whole.

SMILES	D2 potentiator	Vif-APOBEC3G blk	RXFP1 agonist	D1 antag	LDHA block	D1 potentiator	GRP78 ERSR act	D1 ag	Vif-A3F inh
COc1ccccc1NC(=O)c1sc2cccc(Cl)c2c1Cl	-11	-5%	1.1%	6	2	-1	-2%	1	-13%
COc1ccc(N=NC2C(=O)N(c3ccccc3)N=C2C)cc1 (stereo not drawn)	1	0%	-1.7%	8	-3	-6	5%	0	10%
COc1cc(/C=N/NC(=O)COc2ccc(Cl)cc2)ccc1OS(=O)(=O)c1ccc(C)cc1	-3	-2%	2.1%	·	2	-2	-5%	5	2%
CCCCNC(=O)c1ccccc1NC(=O)CCSc1ccccc1	1	1%	2.3%	-2	1	-4	2%	19	1%
Cc1ccccc1/C=N/n1c(COc2ccccc2)n[nH]c1=S	-5	-1%	0.1%	-7	-2	-5	-1%	7	-2%
O=C(CCCC(=O)N1CCN(c2ccccc2F)CC1)c1ccccc1	-1	2%	0.6%	-1	-5	-5	5%	2	-3%
CCOC(=O)c1c(NC(=O)Cn2nc(C(=O)O)c3ccccc3c2=O)sc2c1CCC(C)C2 (stereo not drawn)	8	0%	0.0%	-5	-5	0	-6%	1	4%
CCOC(=O)c1cccc(NC(=O)CCn2cccc2)c1	-5	-13%	0.3%	-14	-1	-2	6%	2	-22%
CCCC1=Nc2cc(C(=O)NCCc3ccc(OC)cc3OC)ccc2Sc2ccccc21	9	-10%	0.3%	-5	2	-2	-4%	15	-9%
O=C(NC1CCCc2ccccc21)c1cccc(F)c1 (stereo not drawn)	·	1%	·	·	-5	·	-4%	·	-11%
Cc1ccccc1NS(=O)(=O)c1cc2c3c(c1)C(C)C(=O)N3CCC2 (stereo not drawn)	5	5%	-1.1%	2	-8	-4	1%	0	?
CCOC(=O)/C=C1\SCC(=O)N1CC(O)CN1C(=O)CS/C1=C\C(=O)OCC	-1	-2%	3.0%	5	-1	-7	-6%	2	-6%
COc1cc(/C=C/C(=O)OCC(=O)c2c(N)n(C)c(=O)n(C)c2=O)ccc1O	0	-15%	6.2%	-3	-2	-8	1%	1	-9%
N#C/C(=C(/O)c1cc2ccccc2o1)c1nc2ccccc2s1	-9	5%	-0.1%	-1	-3	-7	?	20	2%
O=C(Nc1ccc(F)c(F)c1)c1ccc2c(c1)OCO2	-13	0%	0.0%	5	1	-4	7%	7	2%
Fc1cccc(-n2ncc(-c3nnnn3-c3ccccc3)c2C(F)(F)F)c1	13	-4%	-0.6%	-11	2	-4	-6%	-1	1%
NNC(=O)Cn1c2ccccc2c2ccccc21	3	6%	1.4%	-16	-2	-14	-5%	1	1%
CCOC(=O)CC(=O)CSc1nc2ccccc2c(=O)n1-c1ccc(C(=O)NCCOC)cc1	0&11	-2%&3%	2.3%&3.5%	9&-9	11&5	0&-7	-1%&-3%	4&2	-1%&-6%
Cc1ccc(C)c(N(CC(=O)N2CCCCCC2)S(C)(=O)=O)c1	-6	0%	1.0%	4	-13	0	2%	0	-1%
COc1ccc(NC(=O)Nc2ccccc2F)cc1	2	1%	-0.3%	3	0	-2	-3%	-1	-1%
Cn1c(=O)n(C)c2cc(C(=O)Nc3ccc(Br)cc3)ccc21	7	-4%	2.2%	8	-2	-1	3%	1	-9%
COc1ccc2c(c1)C(=O)N(CCc1ccc(S(=O)(=O)NC(=O)NC3CCCCC3)cc1)C(=O)C2(C)C	-9	-2%	1.1%	-2	-4	2	-4%&-3%	2	2%
Cc1ccc(C(=O)N2CCOCC2)cc1S(=O)(=O)Nc1cccc(C)c1C	-1	-7%	-0.1%	2	-3	-4	-1%	0	-1%
COc1ccc(Cc2nnc3sc(SCC(=O)Nc4ccccc4)nn3c2=O)cc1OC	-5	-1%	2.3%	-15	-1	-10	-2%	3	5%
CN(C)Cc1cc(C(C)(C)C)c(O)c(C(C)(C)C)c1	-2	6%	0.9%	-4	2	5	-4%	1	5%
O=C(CSc1nnc(-c2ccco2)n1-c1ccccc1)NCC1CCCO1 (stereo not drawn)	1	0%	4.9%	-2	-1	-1	-5%	3	1%
CCOc1ccccc1NC(=O)C(C)Sc1nc(-c2ccccc2)c(C#N)c(=O)[nH]1 (stereo not drawn)	-10	3%	?	-4	-1	0	-1%	4	-6%
CCOc1ccccc1N(C)C(=O)NCc1noc2ccccc12	5	-5%	12%	-1	0	-6	0%	12	-2%
CNC(=S)NNC(=O)c1oc2nc(-c3ccccc3)cc(-c3ccco3)c2c1N	17	-1%	7.3%	6	-4	-5	1%	6	?
CCc1ccccc1NC(=O)c1cc2c(Cl)nc3ccccc3c2s1	-7	3%	-0.6%	-5	1	-1	-3%	2	-2%
CC(C)C[C@@H](CNCC(=O)[C@H](C)NC(=O)c1[nH]cnc1C(=O)N[C@H](CN)CC(C)C)NC(=O)c1nc[nH]c1C(=O)N[C@@H](C)C(=O)O	·	6%	·	·	2	·	-3%	·	10%
O=C(Nc1ccccc1)OCCNC(=O)c1ccccc1	12	1%	1.4%	-18	-6	2	1%	7	-1%
Cc1cccc(/C=C/C(=O)c2ccc(N3CCOCC3)cc2)c1	3	·	0.0%	-14	·	-1	·	3	·
S=C(Nc1ccccc1)Nc1cc(Cl)ccc1Oc1ccccc1	-6	2%	3.3%	-18	-4	-15	-1%	0	3%
OC(COc1ccccc1)CN1CCC(Cc2ccccc2)CC1 (stereo not drawn)	-26	1%	1.6%	17	-1	-9	-3%	16	3%
Nc1nc(N2CCCCC2)nc(N(c2ccccc2)c2ccccc2)n1	10	2%	0.2%	2	-3	-1	-1%	-2	4%
O=c1cc(-c2ccccc2)nc(SCc2nc(-c3cccc(C(F)(F)F)c3)no2)[nH]1	·	4%	6.4%	-13	6	3	-5%	2	0%
O=C(CC1CCCC1)Nc1nnc(C2CC2)s1	0	0%	-0.8%	-2	3	1	7%	0	·
CCOCCCn1c(SC(C(=O)Nc2cc(C)ccc2C)c2ccccc2)nnc1-c1ccc(Cl)cc1 (stereo not drawn)	-5	-6%	0.2%	-5	-3	-3	0%	5	8%
CCC(=O)Nc1ccccc1N1CCN(S(C)(=O)=O)CC1	-19	4%	1.2%	1	-3	-7	0%	-1	-4%
Cc1cc(C)nc(N2CCCC(C(=O)Nc3nnc(C(C)C)s3)C2)n1 (stereo not drawn)	9	·	1.6%	14	·	-5	·	0	·
CC1CC(C)(C)NC(=S)N1CCCC(=O)Nc1ccc(F)c(F)c1 (stereo not drawn)	-12	0%	1.0%	-4	-8	1	0%	3	-8%
O=S(=O)(Cc1cccc(C(F)(F)F)c1)c1ncn[nH]1	0	-7%	-2.2%	-12	-3	2	-4%	2	-8%
CCN1CCN(c2ccc(S(=O)(=O)N3CCOCC3)cc2NC(=O)C2CCC(C(C)(C)C)CC2)CC1 (stereo not drawn)	·	2%	·	·	3	·	0%	·	-7%
COc1cc(Br)c(Br)c(Br)c1N	·	-3%	-0.3%	19	3	-1	-6%	1	-6%
CC(C)=CCN1CCN(Cc2cnc(-c3ccccc3)s2)CC1CCO (stereo not drawn)	-12	2%	-0.9%	-19	-1	-5	-2%	3	3%
CCN(CCCNC(=O)CCc1nc(-c2ccc(C)cc2)no1)c1cccc(C)c1	-1	-3%	6.8%	3	9	-10	0%	1	8%
Cc1cc(N=Cc2cc(Br)ccc2O)no1	4	-3%	-0.2%	-21	5	-3	-3%	4	5%
CCc1ccc(S(=O)(=O)c2cn(Cc3ccc(OC)cc3)c3cc(OC)c(OC)cc3c2=O)cc1	-2	-12%	0.7%	-1	-3	0	-1%	9	0%
COc1ccc(-n2ncc3c(NC(C)C)ncnc32)cc1	-4	0%	-0.6%	14	-7	12	-10%	0	-8%
CCn1c(NC(=O)c2ccc(F)cc2)c2ccccc2nc1=O	9	1%	1.1%	12	3	-4	-6%	0	-1%
Cc1cc([N+](=O)[O-])ccc1NCc1ccccc1	-9	-4%	-1.2%	-32*	3	-5	-1%	1	-2%
O=C(c1ccc(C(F)(F)F)cc1)C1CCCN(C(=O)c2csnn2)C1 (stereo not drawn)	0	4%	0.1%	-14	-1	-5	2%	2	-9%

Screening results (PubChem BioAssay)
